From PubChem BioAssay
SR-BI HDL uptake: inhibitors of mouse SR-BI mediated HDL lipid uptake; Q61009; ldlA[mSR-BI] CHO cells, DiI-HDL uptake fluorescence, 3 h; inhibition, % at 12.5 µM; 320,000 tested, 0.96% active;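 active means mean replicate inhibition of at least 70% and a set share of replicates each scoring 70 or more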;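 further: 0% = median of neutral control wells and 100% = median of positive control wells; values of inactives mirror those of a sister screen read the other way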
Target sequence (Q61009 whole entry, looked up): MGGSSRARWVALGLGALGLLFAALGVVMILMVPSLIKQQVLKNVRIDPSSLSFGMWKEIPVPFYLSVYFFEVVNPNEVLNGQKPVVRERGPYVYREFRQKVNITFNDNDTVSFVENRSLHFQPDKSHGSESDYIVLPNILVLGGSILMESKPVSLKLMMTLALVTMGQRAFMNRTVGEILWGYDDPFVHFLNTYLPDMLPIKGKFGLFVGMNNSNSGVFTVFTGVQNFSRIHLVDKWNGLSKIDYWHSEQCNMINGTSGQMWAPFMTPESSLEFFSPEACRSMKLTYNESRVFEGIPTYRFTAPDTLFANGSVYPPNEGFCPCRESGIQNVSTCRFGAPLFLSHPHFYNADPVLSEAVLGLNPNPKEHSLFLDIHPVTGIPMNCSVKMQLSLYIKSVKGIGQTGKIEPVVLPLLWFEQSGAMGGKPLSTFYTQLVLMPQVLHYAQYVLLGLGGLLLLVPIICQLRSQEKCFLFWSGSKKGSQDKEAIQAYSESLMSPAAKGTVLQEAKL
PvdQ inh: blocks Pseudomonas aeruginosa PvdQ acylase activity. 340,000 tested, 0.063% active. AID 488965. purified PvdQ acylase, fluorescence plate reader. inhibition, % at 10 µM; in the data active means inhibition above about 30%, passing the limit was not always enough;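 further: 0% = vehicle neutral wells and 100% = reference inhibitor wells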
PfHsp90 yeast 2: reduces growth (ATP signal) of yeast expressing P. falciparum Hsp90 | S. cerevisiae expressing PfHsp90, BacTiter-Glo ATP, 48 h; yeast lacking PDR1 and PDR3 efflux regulators | inhibition, % at 9.4 µM | 310,000 tested, 0.32% active | AID 504621;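 active means every replicate shows inhibition above about 80%, whatever the replicate mean, limit read from the data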;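 further: 0% = DMSO neutral controls and 100% = 20 µM radicicol positive controls; yeast relying on Plasmodium falciparum Hsp90 in place of its own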
CAL PDZ FP-1: CAL PDZ (human) peptide binding inhibition. purified CAL PDZ, TMR-peptide fluorescence polarization, 1 h. inhibition, % at 24.9 µM. AID 602252. 300,000 tested, 0.92% active;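 active means mean inhibition of at least 30% with at least half of replicates also reaching 30%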;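 further: 0% = DMSO neutral control and 100% = excess unlabeled competitor peptide PRC23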
dFosB activator: enhances mouse delta FosB homodimer DNA binding. activation, % at 25 µM. 340,000 tested, 0.99% active. purified delta FosB, TAMRA-CDK5 oligo fluorescence polarization; percent of positive-control signal above neutral wells. P13346. AID 493131;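 active means mean activation above about 17%, with every replicate also reaching it, limit read from the data, passing the limit was not always enough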;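 further: fluorescence polarization rise as delta FosB binds a TAMRA Cdk5 AP-1 oligo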
Target sequence (P13346 whole entry, looked up): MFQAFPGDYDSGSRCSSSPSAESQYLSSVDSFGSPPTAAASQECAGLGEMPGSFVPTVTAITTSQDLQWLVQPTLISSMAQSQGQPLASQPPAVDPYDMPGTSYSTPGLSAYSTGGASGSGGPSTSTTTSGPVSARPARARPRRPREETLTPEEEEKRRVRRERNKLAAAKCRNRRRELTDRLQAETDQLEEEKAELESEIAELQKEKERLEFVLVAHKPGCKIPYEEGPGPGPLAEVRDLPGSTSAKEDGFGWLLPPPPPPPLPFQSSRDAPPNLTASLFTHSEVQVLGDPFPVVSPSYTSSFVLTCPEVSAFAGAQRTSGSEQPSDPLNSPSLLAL
MITF act: MITF TRPM1 promoter activation in melanoma cells | 300,000 tested, 0.75% active | activation, % at 12.5 µM | SK-MEL-5 TRPM1-promoter luciferase, 24 h; % of positive control, neutral wells = 0 | AID 588334;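 active means mean activation of at least 80% with every replicate also reaching 80%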;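 further: 0% = neutral control wells and 100% = parthenolide positive control wells; values of inactives mirror those of a sister screen read the other way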
CAL PDZ FP-2: inhibitors of human CAL PDZ peptide binding. inhibition, % at 20 µM. purified CAL PDZ, TMR-peptide fluorescence polarization, 1 h. Q9HD26. 330,000 tested, 0.02% active. AID 504414;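 active means highest replicate inhibition of at least 40%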;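 further: plate controls were DMSO neutral control wells for no effect and unlabeled competitor peptide control wells for full effect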
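Material – purified CerCALP PDZ construct · Detection – FP readout, S and P plane fluorescence · Measure – percent inhibition from loss of millipolarization · Controls – unlabelled peptide for full inhibition, DMSO wells as neutral · Probe or stimulus – TMR-labelled reporter peptide T*-PRC34 bound in PDZ groove · Times – 1 h at RT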
Rtt109 HAT inh: blocks Candida albicans Rtt109/Vps75 acetyltransferase activity. Q5AAJ8. purified Rtt109/Vps75, ThioGlo CoA-SH fluorescence, 4 h. inhibition, % at 34.9 µM. 330,000 tested, 0.16% active;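 active means inhibition of at least 50% in every replicate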
SR-BI DiI-HDL act: enhances SR-BI lipid uptake from DiI-HDL. CHO ldlA[mSR-BI] cells, DiI-HDL uptake fluorescence, 3 h; 100 = double the neutral-control signal. activation, % at 12.5 µM. 320,000 tested, 0.096% active;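 active means mean replicate activation of at least 60% and every replicate at or above 60%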;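 further: 0% = median plate neutral-control signal and 100% = twice that signal; values of inactives mirror those of a sister screen read the other way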
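material = CHO ldlA[mSR-BI] cells | medium = Ham's F12 with 0.5% BSA, HEPES 25 mM, pH 7.4 | reagent = fluorescent DiI-HDL, 10 µg/mL final | compound dosing = single-point compound dose | incubation = 3 h, 37 °C | measured by = bottom-read fluorescence, 550/595 nm | measure = HDL uptake via cellular fluorescence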
NSD2 inh: inhibitors of human histone methyltransferase NSD2. O96028. NSD2 peptide methylation, AlphaScreen, 120 min. inhibition, % at 12.5 µM. 310,000 tested, 0.54% active. AID 743445; in the data active means inhibition above about 50%
The depositor's hits bear a star; . = not tested or not shown. Random draw from the library; about 4.3% have a hit in one of these screens.

canonical_smiles,CAL PDZ FP-2,NSD2 inh,dFosB activator,PfHsp90 yeast 2,MITF act,SR-BI HDL uptake,PvdQ inh,SR-BI DiI-HDL act,CAL PDZ FP-1,Rtt109 HAT inh
Cc1nc(NC(=O)c2ccc3c(c2)OCCO3)ccc1Br,-3.2,-2,-16,14,122*,35,4,-35,-4,17
O=C(NCc1ccccc1)c1c(O)c2cccc3c2n(c1=O)CCC3,-0.5,-4,2,15,3,-47,-3,47,1,-1
Cc1ccc(S(=O)(=O)CC(=O)Nc2nnc(C(C)C)s2)cc1,-2.1,3,-7,-2,-10,15,-4,-15,-8,3
Fc1cccc(F)c1-c1nc(-c2ccncc2)no1,-0.5,-3,-12,-12,39,-13,-11,13,5,-1
C[C@@]12CCC3[C@@](CCC4[C@@]3(C)CCC[C@@]4(C)C(=O)N3CCOCC3)(CC1=O)C2 (some centres not stated),-0.2,.,-2,14,9,4,3,-4,4,2
NS(=O)(=O)c1cc2c(cc1Cl)NC(C(Cl)Cl)NS2(=O)=O (configuration not stated),-0.7,.,-2,-3,1,-1,10,1,16,4
O=c1cc(CO)occ1OCc1c(F)cccc1Cl,0.0,-2,2,0,-2,-1,-6,1,1,-5
CCOC(=O)C1=CN(C)C=C(C(=O)OCC)C1c1ccsc1,-1.8,-8,-3,5,.,25,4,-25,3,7
COCCNc1nnc(SCC(=O)NNC(=O)c2ccc([N+](=O)[O-])cc2)s1,-1.0,-1,3,-1,6,6,-7,-6,-6,2
CC(=O)c1c(C)[nH]c(C(=O)OCc2nnc(-c3ccccc3)o2)c1C,-2.4,-2,-8,2,-18,2,-9,-2,0,5
CC(C)COc1ccc(-c2nn(-c3ccccc3)cc2/C=C2/SC(=S)N(CC(=O)O)C2=O)cc1,16,10,3,-7,.,-13,-12,13,-9,-2
Cc1cccc(C)c1NC(=O)CNCC(=O)N(C)C,0.8,-7,-7,8,2,4,0,-4,4,-4
O=C(CSc1nc2ccccc2o1)Nc1nc2ccc(Br)cc2s1,-0.7,0,12,-62,14,10,-17,-10,-2,12
COc1cc(OC)cc(-c2nnc(SCc3cccnc3)o2)c1,-3.7,-1,-16,-4,11,-4,12,4,-2,-3
NN(Cc1ccccc1)C(=S)Nc1ccc(Cl)c(Cl)c1,-1.0,1,4,6,10,-6,-3,6,-32,9
COc1cc(N2C(=O)CSC23C(=O)Nc2ccccc23)cc(OC)c1OC (configuration not stated),-4.9,-5,3,15,-7,0,-12,0,-3,-1
CCOC(=O)CCC(NC(=O)c1ccc(Nc2nc3ccccc3nc2C(=O)OCC)cc1)C(=O)OCC (configuration not stated),-0.9,-2,4,-11,.,7,-6,-7,-6,2
COc1cc2ccc3c(CCN(C)C)cc(OC)c(OC)c3c2cc1OC,0.3,13,-2,-8,.,37,8,-37,1,4
COc1cc2c(=O)n(CC3CCCO3)c(=O)n(CC(=O)Nc3ccc(F)cc3F)c2cc1OC (configuration not stated),0.0,.,-3,1,-6,-10,-3,10,.,-9
CC(=O)NC1C(OCc2ccccc2)OC2COC(c3ccccc3)OC2C1OCC(=O)O (configuration not stated),-1.9,-1,-3,-59,15,1,-7,-1,-1,-6
CSc1ccc(S(=O)(=O)NCc2ccc(Cl)cc2Cl)cc1,-1.1,-8,-11,1,-1,-8,-1,8,.,-4
Cc1cc(C(=O)NNC(=O)/C=C/c2ccccc2Cl)c(C)o1,-2.2,-3,6,-15,-9,-9,-11,9,5,1
COc1cc(/C(C)=N/NC(=O)c2cccc(S(=O)(=O)N3CCCC3)c2)cc(OC)c1OC,-0.5,-6,-13,49,-5,-21,-9,21,-3,2
O=C(COC(=O)c1ccccc1O)NC(=O)c1ccc(OC(F)F)cc1,1.1,0,2,-132,3,-20,2,20,-5,-2
O=C(NCCN1CCN(C(=O)c2ccc([N+](=O)[O-])cc2)CC1)C(=O)Nc1ccc(F)cc1,-3.8,-2,-4,-13,8,27,-20,-27,-3,4
OCCNc1cc(Cl)ncn1,-0.9,-6,-3,-20,.,.,-11,.,-3,-2
Clc1c(OCCCn2ccnc2)ccc2ccccc12,-0.9,1,0,-2,.,-5,6,5,-4,5
Cc1ccc(N2CCN(c3ncccc3[N+](=O)[O-])CC2)c(C)c1,-0.5,5,-7,-27,25,21,-2,-21,-4,-9
Cc1[nH][nH]c(=O)c1C(c1cc2c(cc1Br)OCO2)c1c(C)[nH][nH]c1=O,.,-5,2,-20,-6,-14,-11,14,-3,-4
Cc1c(-c2ccccc2)nc2ccccc2c1C(=O)NCc1cccs1,-0.6,4,2,6,-7,8,-2,-8,1,2
O=C(CCCNC(=O)c1ccc(Cl)cc1)OCc1cccc(Br)c1,-2.7,5,-18,113*,-4,-7,-6,7,2,1
O=C(NC(Cc1ccccc1)C(=O)O)/C(=C/c1ccc([N+](=O)[O-])cc1)NC(=O)c1ccc(Br)o1 (configuration not stated),-3.1,0,-10,18,-8,.,-12,.,-3,5
O=C(c1ccc(Br)cc1)c1cc([N+](=O)[O-])ccc1N1CCCCC1,-0.2,1,0,4,.,88*,-3,-88,-4,-3
COc1ccccc1C(=O)OCCc1ccccc1,-1.2,-2,6,-7,141*,2,5,-2,-3,8
COc1ccc(S(=O)(=O)N(C)C)cc1NC(=O)Cc1cccs1,-0.8,.,0,.,-6,29,-8,-29,1,6
Cc1cccc(N2CCC(N=CN(C)C)=N2)c1,-1.2,0,2,-5,16,-18,-7,18,-2,.
COc1ccc(CCNC(=O)CN2CCOc3ccccc32)cc1OC,-0.1,.,3,15,-13,-13,-6,13,4,-11
CCOC(=O)[C@@H]1[C@H]2COc3cc(OC)ccc3[C@@H]2N2C(=O)N(c3ccc(OC)cc3)C(=O)[C@@]12C,0.5,.,-6,-8,4,-17,-10,17,-1,13
COc1nc(OC)nc(N2CCCCCC2)n1,0.1,-9,-6,16,-12,8,-5,-8,-6,-6
O=S1(=O)CCC(N=Cc2cc(Br)ccc2O)C1 (configuration not stated),-2.7,-1,-6,2,-13,-19,-18,19,-4,0
COC(=O)c1cc(Br)c(=O)n(Cc2cccnc2)c1,-1.2,-3,0,4,-1,.,9,.,-3,7
O=c1[nH]c2ccc(S(=O)(=O)N3CCN(c4ccc(F)cc4)CC3)cc2o1,-2.9,-2,-2,-19,-8,.,-16,.,-1,1
COc1ccc(NC(=O)COC(=O)CCCN2C(=O)c3ccccc3C2=O)cc1Cl,-1.9,-5,-5,-1,13,22,-5,-22,-4,1
O=C(O)Cn1c(C(F)(F)F)nc2ccccc21,-1.5,-9,6,.,-5,-8,10,8,.,12
CCC(C)c1ccc(O)c(/C=N/O)c1 (configuration not stated),-6.6,-3,-12,13,4,-22,-9,22,2,3
COc1ccc(CN2CC(=O)N(c3ccccc3C)C2=S)cc1OC,-0.5,-3,-2,-34,-6,15,-7,-15,3,-6
COC(=O)C(=Nc1ccccc1)/C(C(=O)C(=O)N(C)c1ccccc1)=C(\O)c1ccccc1,-0.3,-2,-2,-10,-3,5,-7,-5,.,2
O=C(Nc1ccc(F)cc1F)C1CC(=O)N(Cc2ccccc2)C1 (configuration not stated),-2.5,-1,0,-5,0,-20,-4,.,5,12
O=C(NCC(c1ccco1)N1CCN(c2ccc(F)cc2)CC1)c1ccc2c(c1)OCO2 (configuration not stated),-2.6,1,-6,-11,-2,11,-12,-11,-1,2
O=C(NCC1c2ccccc2CCN1C(=O)CN1CCOCC1)C1CCCCC1 (configuration not stated),-0.5,-3,-1,-9,-10,-14,5,14,-3,-2
CC1(C)Cc2c(c(N3CCOCC3)nc3sc(C(=O)Nc4cccc(Cl)c4)c(N)c23)CO1,-2.2,3,2,-18,0,61,12,-61,-1,1
COc1ccc(-c2coc3cc4oc(=O)cc(-c5ccccc5)c4cc23)cc1F,-2.6,1,-1,-22,-25,37,5,-37,-1,25
CCOC(=O)c1ccc(NC(=O)c2ccc(NC(=O)C3CCCO3)cc2)cc1 (configuration not stated),-0.8,-6,-16,-10,18,.,8,.,.,22
O=C(CSc1ncn[nH]1)NCCc1ccc(Cl)cc1,-0.7,2,3,6,-1,.,0,.,-1,16
Cc1nn(CC(=O)NCCCN2CCC(Cc3ccccc3)CC2)c(=O)c2cc(-c3ccccc3)nn12,-1.0,-3,-2,-29,-76,-18,-8,18,-2,3
CSc1nc(N)nc2c1ncn2CC(=O)NCCNc1ccc([N+](=O)[O-])cn1,0.6,.,-4,4,5,-3,-13,3,0,14
CC1CC(C)(C)NC(=S)N1CCCC(=O)N1CCN(c2ccccc2F)CC1 (configuration not stated),-0.4,-5,-6,-4,-6,23,-5,-23,1,0
CC(C)OC(=O)CNc1n[nH]c(=S)[nH]c1=O,-2.7,1,-2,41,2,-4,-5,4,-1,-6
